EphA4 KYL inhibition: inhibitors of EphA4 binding to KYL peptide, primary screen, biochemical, colorimetric, mouse EphA4 (AID 689); EphA4-AP binding to KYL peptide, pNPP A405; higher % means a stronger effect; inhibition, % at 10 µM, or IC50 in µM where a hit was titrated; 0.1% of 62,000 active; in the data active = a potency from the dose series; inactive = the rest, 99 in 100 with inhibition below about 22%
* hit, by the source's call; & = joins results of further samples. A portion of the library (hit frequency here may not be typical).

SMILES	EphA4 KYL inhibition
COc1ccc(C(=O)/C=C/c2ccccc2C(F)(F)F)cc1	-9%
Cn1c(NC(=O)c2ccccc2)cc(=O)n(C)c1=O	-4%
COCCn1c(=N)c(C(=O)NCCc2ccc(OC)cc2)cc2c(=O)n3cccc(C)c3nc21	1%
COc1ccc(NC(=O)C2(c3ccc(NC(=O)c4ccc(OC)c(OC)c4)cc3)CCCC2)cc1	-11%
CSc1nncn1/N=C/c1ccc2c(c1)OCO2	-4%
COc1ccc2[nH]c(=O)c(CN(Cc3ccc4c(c3)OCO4)C(C)=O)cc2c1	-19%
C/C(=N\O)C(=O)NCCN1CCCCC1	-27%
Cc1cccc(N(C)S(=O)(=O)c2ccc3[nH]cc(C(=O)N4CCOCC4)c(=O)c3c2)c1	-23%
CC(=O)CSc1nnc(CSc2ncccn2)n1C1CCCCC1	-19%
COc1ccc(-c2c(C)n([O-])c(C)c(C)[n+]2=O)cc1OC	1%
CCOc1ccc(N(CC(=O)Nc2cccc(F)c2)S(=O)(=O)c2c(C)noc2C)cc1	-10%
O=c1oc2ccc3ccccc3c2cc1-c1nnc(-c2ccccc2)o1	0%
O=S(=O)(c1ccc(I)cc1)N1CCCC1	12%
O=C(CC1N=C2c3ccccc3N=C(SCc3ccc(Cl)cc3)N2C1=O)NCc1ccco1 (configuration not stated)	0%
Cc1ccc(C(=O)N2CCN(S(C)(=O)=O)C2)cc1	-14%
Cc1ccc(NC(=O)n2ccc(C(=O)N3CCOCC3)n2)cc1	8%
COc1ccc(C2CC(=O)C3=C(C2)Nc2ccccc2NC3c2cc3c(cc2Cl)OCO3)cc1 (configuration not stated)	-7%
CCOC(=O)C1CCN(c2nc3ccccc3nc2C(C#N)C(=O)OCCOC)CC1 (configuration not stated)	-7%
COc1ccc(NC(=O)Cn2nnc(C(=O)NCc3ccco3)c2N)c(OC)c1	-17%
N#Cc1ccc(-c2cccnc2)nc1SCc1ccc(Cl)cc1Cl	-5%
Cc1cc(C)n2nc(-c3cnn(C)c3C(F)(F)F)cc2n1	-14%
CCOC(=O)CSc1nnc(-c2nnc(SCC(=O)OCC)n2CC)n1CC	-10%
COCc1cc(C)c(C#N)c(=S)[nH]1	-10%
Cc1cc(C)c(C#N)c(SCCS(=O)(=O)Cc2ccc(Cl)cc2)n1	4%
O=C(NCCN1CCN(c2ccccc2)CC1)C1CCN(S(=O)(=O)c2cccs2)CC1	-2%
CCN(CC)S(=O)(=O)c1cccc(C(=O)NC(C(=O)Nc2nnc(C3CC3)s2)C(C)C)c1 (configuration not stated)	2%
O=C(CN(Cc1ccccc1)S(=O)(=O)c1ccc(Br)cc1)NCc1ccco1	-6%
O=C(Cn1cnc2c(nnn2-c2ccc(F)cc2)c1=O)N1CCCC1	-19%
CC(C)(C)c1nc(SCC(=O)Nc2nc3c(s2)CCCC3)c2ccccc2n1	-8%
CC(NC(=O)c1ccc(CS(=O)(=O)c2cccc(C(F)(F)F)c2)o1)c1ccc2c(c1)OCCO2 (configuration not stated)	-6%
O=[N+]([O-])c1ccc(-c2ccco2)c(Cl)c1	-2%
COC(=O)c1[nH]cnc1C(=O)c1ccccc1	-4%
CCCCC(=O)c1c(O)c2ccccc2oc1=O	-9%
O=c1c(-c2ccc3c(c2)OCCO3)coc2c(CN3CCOCC3)c(O)ccc12	-18%
O=C(O)c1ccc(NCc2ccc3c(c2)OCO3)cc1	-9%
CCOC(=O)N1CCN(C2=NC3(CCCCC3)C(C#N)C(=O)N2)CC1 (configuration not stated)	-8%
Cn1c(SCC(=O)NC2CCCC2)nc2cccnc21	0%
CCn1c(SCc2ccc(C)cc2)nnc1C1CCN(S(=O)(=O)c2ccc(OC)cc2)CC1	-14%
O=C(NCCc1ccccc1)C1CCCN1C(=O)Nc1ccc(F)cc1 (configuration not stated)	-8%
COc1cc2c(C(=O)N3CCN(c4ccccc4C)CC3)c(C)oc2cc1Br	-8%
O=C(c1nn2c(c1Br)NC(c1cccs1)CC2C(F)(F)F)N(Cc1ccccc1)Cc1ccccc1 (configuration not stated)	4%
O=C(CSc1nc(C2CC2)nc2ccccc12)Nc1ccc2c(c1)OCCO2	-11%
CNC(=S)NC12CC3CC(CC(C3)C1)C2	-1%
CCCOc1ccc(C(=O)Nc2c(C)cc(Br)cc2C)cc1	-4%
Cc1ccc(OCC(=O)Nc2cc(Cl)cc(Cl)c2)cc1	-5%
COc1ccc(N(CC(=O)Nc2cc(OC)ccc2OC)S(=O)(=O)c2ccc(OC)c(OC)c2)cc1	-7%
O=C1CCCc2c1[nH]c1ccc(Br)cc21	-2%
CCCOc1ccc(/C=C/C(=O)Nc2ccc(S(=O)(=O)Nc3ncccn3)cc2)cc1OC	3%
O=C1NCCN1C(=O)c1cccc(Cl)c1	-12%
CC(=O)NCCn1c(SCC(=O)c2ccc(Cl)cc2)nc2ccccc2c1=O	6%

(listing goes on)
SMILES	EphA4 KYL inhibition
CCOc1ccc(S(=O)(=O)Nc2nc3cc(OC)ccc3s2)cc1	-6%
Cc1c(CN(C)C(=O)CSc2nc(-c3ccco3)cc(C(F)(F)F)n2)cnn1C	-8%
O=C(CSc1nnc(-c2ccncc2)n1Cc1ccccc1)NCCc1ccccc1	-9%
CC(NC(=O)Nc1nnc(C(F)(F)F)s1)(C(F)(F)F)C(F)(F)F	-4%
O=C(/C=C/c1ccc(OCc2ccccc2)cc1)c1ccc(Cl)cc1	0%
CCc1ccc(N2N=C(C)/C(=C\c3cc(Br)c(O)c(OC)c3)C2=O)cc1	9%
CC1CC(N(C(=O)c2ccco2)c2ccccc2)c2ccccc2N1 (configuration not stated)	-4%
CCn1c(CC(C)C)n[nH]c1=S	-6%
Cn1c(=O)c(C(=O)Nc2ncccc2O)c(O)c2ccccc21	-7%
C=CCn1c(COc2ccccc2)nnc1SCC(=O)Nc1ccc2c(c1)OCCO2	-12%
CC(=Nc1ccc(C)c(C)c1)C1=C(O)CCC1=O	16%
CC(C)(C)NC(=O)c1ccc(-c2ccc(Br)cc2)o1	-5%
Cc1ccc(S(=O)(=O)Nc2ccc(S(=O)(=O)NC(C)(C)C)cc2)cc1	-13%
O=C(OCC(=O)N1CCN(C(=O)c2ccco2)CC1)c1ccccc1C(=O)c1ccccc1	-9%
CCOC(=O)C1CCN(S(=O)(=O)Cc2ccccc2)C1=O (configuration not stated)	0%
COC(=O)c1cc(-c2ccc(OC)c(OC)c2)n[nH]1	-17%
CC(=O)C(N=Nc1ccccc1)(Sc1nnc(-c2ccccc2)n1-c1ccccc1)C(C)=O	-1%
Cc1cccc(N2CCN(C(=O)CCn3c(=O)[nH]c4ccccc4c3=O)CC2)c1C	2%
CCOC(=O)C1CCCN(c2c(NCC3CCCO3)c(=O)c2=O)C1 (configuration not stated)	-1%
Cc1ccc(S(=O)(=O)c2c(C)nn(C(C)(C)C)c2OC(=O)C2CCCC2)cc1	-12%
COc1ccc(C(=O)CSc2nc(C)cc(C)n2)cc1	-9%
CCC(=O)NC(=S)Nc1ccc(Cl)cn1	-18%
COc1ccc2c(c1)nc(N)n2Cc1ccccc1	0%
Cc1ccccc1Nc1nc(N)nc(CN(C)c2ccccc2)n1	-3%
CCOCCn1c(SCc2ccc(F)cc2)nc2c1c(=O)[nH]c(=O)n2C	-1%
O=C(CN1CCNCC1)Nc1ccccc1Cl	-4%
COc1cc(/C=C2/SC(=S)N(C)C2=O)ccc1OC(=O)c1ccco1	-11%
CCOC(=O)N1CCN(C(=O)CSc2nnc(-c3cccc(OC)c3)o2)CC1	-10%
CCOc1cc(C#N)c(NC(=O)Cn2nnc3ccccc32)cc1OCC	-7%
Cc1ccc2cc(-c3noc(C(C)(C)C)n3)c(=O)[nH]c2c1	-13%
CC(Sc1nnc(CNc2cccc3ccccc23)n1-c1ccccc1)C(=O)N/N=C/c1ccco1 (configuration not stated)	-3%
Nc1nc(-c2ccc3c(c2)OCO3)cs1	14%
CC/C(=C\C(=O)c1ccncc1)Nc1ccc(O)cc1	-15%
O=C(c1ccccc1)C(CCC(CN1CCOCC1)C(=O)c1ccccc1)CN1CCOCC1 (configuration not stated)	-1%
O=C(c1ccccc1C(F)(F)F)N1CCOCC1	-8%
COC(=O)Nc1ccc(S(=O)(=O)N2CCCC(C(=O)Nc3cccnc3)C2)cc1 (configuration not stated)	-10%
Cc1c(Br)c([N+](=O)[O-])nn1C(C)C(=O)NCc1cccs1 (configuration not stated)	-6%
CCn1c(CNc2ccc(F)cc2)nnc1SCC(=O)N1CCCc2ccccc21	8%
CCCC(=O)N1c2ccccc2C(N(C(C)=O)c2ccccc2)CC1C (configuration not stated)	-13%
Cc1ccc(Cl)cc1N1CCN(C(=O)Cc2cn(C)c3ccccc23)CC1	8%

Gathered by group, those above containing two or more sulfur atoms
SMILES	EphA4 KYL inhibition
CC(=O)CSc1nnc(CSc2ncccn2)n1C1CCCCC1	-19%
CCOC(=O)CSc1nnc(-c2nnc(SCC(=O)OCC)n2CC)n1CC	-10%
Cc1cc(C)c(C#N)c(SCCS(=O)(=O)Cc2ccc(Cl)cc2)n1	4%
O=C(NCCN1CCN(c2ccccc2)CC1)C1CCN(S(=O)(=O)c2cccs2)CC1	-2%
CCN(CC)S(=O)(=O)c1cccc(C(=O)NC(C(=O)Nc2nnc(C3CC3)s2)C(C)C)c1 (configuration not stated)	2%
CC(C)(C)c1nc(SCC(=O)Nc2nc3c(s2)CCCC3)c2ccccc2n1	-8%
CCn1c(SCc2ccc(C)cc2)nnc1C1CCN(S(=O)(=O)c2ccc(OC)cc2)CC1	-14%
CCOc1ccc(S(=O)(=O)Nc2nc3cc(OC)ccc3s2)cc1	-6%
Cc1ccc(S(=O)(=O)Nc2ccc(S(=O)(=O)NC(C)(C)C)cc2)cc1	-13%
COc1cc(/C=C2/SC(=S)N(C)C2=O)ccc1OC(=O)c1ccco1	-11%

(list continues)
SMILES	EphA4 KYL inhibition
Cc1ccc(N(C)C(=O)N2CCN(S(=O)(=O)c3ccc4ccccc4c3)CC2)cc1	-9%
Cc1cc(C)n(-c2nc3c(c(=O)n(C)c(=O)n3C)n2C)n1	-8%
Cc1ccc(C(=O)n2nc(-c3cccnc3)nc2N)cc1	-6%
CCOC(=O)c1ccoc1CSCC(=O)N1CCN(S(=O)(=O)c2ccc(C)cc2)CC1	-1%
CCC(=O)Oc1ccc(C2N(C(=O)CC)CCN2S(=O)(=O)c2ccc(C)cc2)cc1OC (configuration not stated)	4%
Cn1c(=O)[nH]c(=O)c2c1nc(Br)n2CC(O)COCc1ccccc1 (configuration not stated)	-12%
Cc1ccc(Cn2c(NCCCn3ccnc3)nc3c2c(=O)n(C)c(=O)n3C)cc1	-10%
O=C(Nc1ccc2c(c1)oc1ccccc12)c1ccc(Br)o1	-12%&-3%
CNC(=O)c1ccc(-c2ccc(F)cc2)s1	8%
COc1ccc(OC)c(C2SCCN2S(=O)(=O)c2cccc(C(F)(F)F)c2)c1 (configuration not stated)	-8%
O=C(Nc1ccc(Cl)c(C(F)(F)F)c1)C(c1ccccc1)c1ccccc1	7%
Cc1c(-c2nn(C)c(=O)c3ccccc23)oc2ccc(F)cc2c1=O	7%
CCOc1ccc(C2Sc3ccccc3NC3=C2C(=O)OC3)cc1 (configuration not stated)	-14%
O=P(O)(c1ccc(Cl)cc1)c1ccc(Cl)cc1	-8%
O=C(CCn1c(=O)[nH]c2ccsc2c1=O)N1CC(=O)N(CCc2ccccc2)C(=O)C1	-13%
COc1ccc(C(=O)N/C(=C\c2ccc(-c3cccc([N+](=O)[O-])c3)o2)C(=O)NCc2ccco2)cc1	-12%
Cc1cc(C(=O)CSc2nnc(-c3ccc(Cl)cc3)n2C)c(C)n1CC1CCCO1 (configuration not stated)	-14%
Cc1ccc(/C=N\NC(=O)Cn2nnc3ccccc32)o1	-4%
CCc1cc(=O)oc2c(CN3CCN(C)CC3)c(O)c(Cl)cc12	-14%
CCc1ccccc1N1C(=O)c2cccc3c(N4CCOCC4)c([N+](=O)[O-])cc(c23)C1=O	0%

7 entries from above in another layout:
Structure | EphA4 KYL inhibition
COc1ccc(C(=O)CSc2nc(C)cc(C)n2)cc1 | -9%
CCC(=O)NC(=S)Nc1ccc(Cl)cn1 | -18%
COc1ccc2c(c1)nc(N)n2Cc1ccccc1 | 0%
Cc1ccccc1Nc1nc(N)nc(CN(C)c2ccccc2)n1 | -3%
CCOCCn1c(SCc2ccc(F)cc2)nc2c1c(=O)[nH]c(=O)n2C | -1%
O=C(CN1CCNCC1)Nc1ccccc1Cl | -4%
COc1cc(/C=C2/SC(=S)N(C)C2=O)ccc1OC(=O)c1ccco1 | -11%

(more compounds)
SMILES	EphA4 KYL inhibition
COc1cc(C2C3C(=O)N(Cc4ccccc4)C(=O)C3ON2c2ccccc2)cc(OC)c1O (configuration not stated)	-12%
COC(=O)C1=C(C(=O)OC)C(c2cc(Cl)ccc2O)c2sc(=O)[nH]c2S1 (configuration not stated)	-12%
CC(C)C(=O)Nc1ccc(NC(=O)c2ccco2)cn1	-4%
Nc1nnc(SC2CC(=O)N(c3ccccc3)C2=O)s1 (configuration not stated)	6%
CC(C)C(=O)Nc1cccc2nsnc12	19%
CC(=O)NNc1cccc(Cl)n1	1%
CC(C)C(NC(=O)c1ccccc1)c1nnc(SCC(=O)Nc2nccs2)n1C (configuration not stated)	-4%
O=C1NC(=O)C(=Cc2ccccc2OCc2ccc(F)cc2)C(=O)N1	34%
Cc1ccc(C2=NN(S(C)(=O)=O)C(c3cccs3)C2)cc1 (configuration not stated)	2%
COc1ccccc1C1C(C(=O)Nc2ccccc2)=C(C)NC(C)=C1C(=O)Nc1ccccc1	3%
CN=C1c2cc3cc(OC)ccc3n2CCN1Cc1ccccc1	0%
FC(F)(F)c1cccc(CNc2ncccc2-c2nc3cc(Cl)ccc3o2)c1	10%
CC(C)c1nnc(NC(=O)CCC(=O)NCc2cccs2)s1	-2%
CC1(C)CC(=O)C=C(NC2CCCCCC2)C1	-11%
COc1ccccc1Nc1nnc(SCC(=O)N2CCCC2)s1	2%
Cc1ccc(CCNC(=O)C23CN(Cc4ccccc4)CC2C(c2ccc([N+](=O)[O-])cc2)=NO3)cc1 (configuration not stated)	12%
Cn1c(SCc2ccc(C#N)cc2)nnc1-c1ccccc1	9%
Cc1nnc(SCc2nc(N)nc(Nc3ccccc3)n2)s1	4%
COc1cccc(NC(=O)CSc2nnc(-c3ccc(C)cc3)o2)c1	1%
CCOC(=O)CC(=O)CSc1ccc2nnc(-c3ccc(F)cc3)n2n1	-1%
